# hcGAS inh: Primary biochemical luminescence assay for human cyclic GMP-AMP synthase inhibitors; Q8N884; recombinant h-cGAS, ATP depletion, Kinase-Glo luminescence; inhibition, % at 12.5 µM; 290,000 tested, 0.081% active;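 also: 0% = vehicle reaction and 100% = reaction without DNA for no activity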
# Target sequence (Q8N884 whole entry, looked up): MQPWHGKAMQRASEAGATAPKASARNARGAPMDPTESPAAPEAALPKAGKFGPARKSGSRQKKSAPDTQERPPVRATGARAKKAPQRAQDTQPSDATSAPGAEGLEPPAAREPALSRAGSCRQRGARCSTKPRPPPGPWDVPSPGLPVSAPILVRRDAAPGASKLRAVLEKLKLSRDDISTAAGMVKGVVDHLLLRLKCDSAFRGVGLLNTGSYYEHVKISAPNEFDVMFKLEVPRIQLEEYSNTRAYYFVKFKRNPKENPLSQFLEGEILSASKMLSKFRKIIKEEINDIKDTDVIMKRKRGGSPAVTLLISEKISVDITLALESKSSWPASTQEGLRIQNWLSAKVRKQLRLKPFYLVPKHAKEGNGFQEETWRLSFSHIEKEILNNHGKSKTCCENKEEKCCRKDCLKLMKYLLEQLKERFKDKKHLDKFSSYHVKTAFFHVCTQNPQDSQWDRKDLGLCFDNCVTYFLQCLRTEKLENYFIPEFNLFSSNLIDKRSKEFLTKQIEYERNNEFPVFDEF
# mcGAS inh: cyclic GMP-AMP synthase inhibitors, mouse, primary biochemical chemiluminescence; Q8C6L5; inhibition, % at 12.5 µM; AID 1259399, 2018; recombinant cGAS, Kinase-Glo ATP depletion luminescence; 160,000 tested, 0.15% active;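 also: 0% = negative control wells and 100% = reference inhibitor with no enzyme activity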
# NPYLR7 ag: agonists of mosquito NPYLR7 receptor, primary screen, cell-based, Aedes aegypti, calcium fluorescence, mosquito biting behavior; Aedes aegypti neuropeptide Y-like receptor 7 (NPYLR7); HEK293T NPYLR7/Galpha15, GCaMP6s calcium fluorescence; activation, % at 10 µM; 270,000 tested, 0.15% active; AID 1259423, 2018; in the data active = activation above about 40%;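 also: 0% = vehicle and 100% = reference agonist at the receptor; some compounds past the cut are filed as inactive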
# * hit, by the source's call; x = no result given. Rule as the data show it, unless noted: active = inhibition above about 40%; inactive = the rest.
Compound,hcGAS inh,mcGAS inh,NPYLR7 ag
COc1ccc(NC(=O)Nc2nnc(-c3ccccc3)s2)cc1,1,-3,8
CCc1nc2c(OCCOC)cccn2c1N(C)C(=O)c1ccc(C)cc1,-2,2,-17
CCC(C)N(Cc1ccc(OC)c(OS(=O)(=O)c2ccc(F)cc2)c1)C(=O)Nc1c(C(C)C)cccc1C(C)C (centres undefined),-9,-4,18
Cn1nc([N+](=O)[O-])c(C(C#N)c2nc3ccccc3n2C)c(Cl)c1=O (centres undefined),-12,x,1
COC(=O)[C@@H]1C[C@@H](NC(=O)c2cc(N)ccn2)CN1C,0,x,12
Cc1ccc(S(=O)(=O)NC(=O)C2(C)CCN2C(=O)Cc2cc(F)ccc2F)nc1 (centres undefined),-12,x,0
Cc1nc2ccccc2nc1N1CCN(C(=O)C(F)(F)C(F)(F)C(F)(F)F)CC1,-7,x,29
CCS(=O)(=O)CC(C)N(C)C(=O)CCc1ccco1 (centres undefined),-5,x,8
OCCNc1nc(NN2CCOCC2)nc2c1cnn2-c1ccc(Cl)cc1,-5,-5,2
COc1ccc(C(=O)N2CCC(CCc3ccc(-c4ccccc4)cc3)CC2)cc1OC,-3,-5,3
COc1ccc(C(=O)NC2CCN(c3ccccc3C(=O)NCc3ccc(F)cc3)CC2)cc1OC,-6,-6,17
CN1C(=O)N(C)C(=O)C(C2CCC3OCC2O3)(C2CCC3OCC2O3)C1=O (centres undefined),0,x,-1
O=C(COc1c(Br)cc(Br)c2cccnc12)N1CCCCC1,-3,x,-2
CSCC[C@H](NC(C)=O)C(=O)Nc1cc2c(C)cc(=O)oc2cc1C,-8,-8,x
O=C1CN(C(=O)c2nn(CCCc3ccccc3)c3c2CN(Cc2cccnc2)CC3)CCN1,4,-4,16

# Three compounds from above, limited to hcGAS inh and mcGAS inh.
molecule	hcGAS inh	mcGAS inh
CCS(=O)(=O)CC(C)N(C)C(=O)CCc1ccco1 (centres undefined)	-5	x
OCCNc1nc(NN2CCOCC2)nc2c1cnn2-c1ccc(Cl)cc1	-5	-5
COc1ccc(C(=O)N2CCC(CCc3ccc(-c4ccccc4)cc3)CC2)cc1OC	-3	-5

# Next results
Compound,hcGAS inh,mcGAS inh,NPYLR7 ag
Cc1cc([N+](=O)[O-])nn1CC(=O)NCC(C)C,-6,-9,-4
Cc1noc(C)c1CSC(C(N)=O)c1ccccc1 (centres undefined),-8,-8,6
CCCc1ccc2oc(C(=O)N3CCCC(C(=O)c4cccnc4)C3)c(C)c2c1 (centres undefined),-8,x,9
COCc1nc(C)c(CNC(=O)C(C)n2cnc3ccccc32)s1 (centres undefined),-7,x,19
CCOC(=O)[C@@H]1C[C@H]2CN(CCOC)C(=O)c3cccc(c32)N1C(=O)Cc1ccccc1,-3,-5,1
O=C(NCCC1=CCCCC1)C1CCCN(C2CCN(C(=O)C3CC3)CC2)C1 (centres undefined),2,x,-2
CC(CCc1ccc2c(c1)OCO2)=NNc1c([N+](=O)[O-])cc(C(F)(F)F)cc1[N+](=O)[O-],-7,x,-5
O=c1[nH]c2ccc(N=Cc3cc(Br)ccc3O)cc2[nH]1,-6,x,-3
O=C(CCC1CCN(CC2CC=CCC2)CC1)Nc1ccccc1Cl (centres undefined),-3,-11,17
CCNC(=O)C1(C)CCCN(Cc2cc3ccccc3o2)C1 (centres undefined),-12,x,0
Cc1cc(C(=O)N(CCCN(C)C)c2nc3c(F)cccc3s2)nn1C,-2,-5,1
CC(CC(=O)Nc1ccc(=O)n(C)c1)c1ccc(F)cc1 (centres undefined),-20,x,11
O=c1c2cnc3ncnn3c2ccn1Nc1ccc(F)cc1,-6,x,3
CCc1nc2n(n1)C(=O)C(C(c1ccccc1Cl)N1CCC(C(N)=O)CC1)S2 (centres undefined),-1,-4,-5
COCCN(Cc1c(-c2ccccc2)noc1N1CCCC1)CC(O)c1ccccc1 (centres undefined),2,-1,-5

# 5 of these compounds in another layout.
# Each structure is followed by: hcGAS inh, mcGAS inh, NPYLR7 ag
CCc1nc2n(n1)C(=O)C(C(c1ccccc1Cl)N1CCC(C(N)=O)CC1)S2 (centres undefined)
  -1, -4, -5
COCc1nc(C)c(CNC(=O)C(C)n2cnc3ccccc32)s1 (centres undefined)
  -7, x, 19
CCNC(=O)C1(C)CCCN(Cc2cc3ccccc3o2)C1 (centres undefined)
  -12, x, 0
CC(CC(=O)Nc1ccc(=O)n(C)c1)c1ccc(F)cc1 (centres undefined)
  -20, x, 11
Cc1cc(C(=O)N(CCCN(C)C)c2nc3c(F)cccc3s2)nn1C
  -2, -5, 1

# Next section:
Compound,hcGAS inh,mcGAS inh,NPYLR7 ag
CC(=O)Nc1ccc(NC(=O)CSc2nc(N)c(NC(=O)c3ccccc3F)c(=O)[nH]2)cc1,0,-1,-9
COc1ccc2c(c1)cc(C(O)c1cccnc1)n2S(=O)(=O)c1ccccc1 (centres undefined),1,x,4
COC(=O)CC(C)(C)NCc1nc(C)cs1,-12,x,1
COc1ccc(-c2nn(CN(C)C3CCCC3)c(=S)o2)c(OC)c1,-9,x,9
CC(C)C(=O)N1CCC1(C)C(=O)Nc1nc2ccccc2[nH]1 (centres undefined),-3,-1,-4
OCCn1c(CSc2nnc(C3CC3)n2C2CC2)nc2ccc(Cl)cc21,-1,x,2
CC(C)c1ccc(NC(=O)N2CCN(C(C(=O)NCc3ccccn3)C3CCCC3)CC2)cc1 (centres undefined),-2,x,0
O=C(Cc1csc2nc3sc4c(c3c(=O)n12)CCC4)N(CCO)CCO,-2,x,5
O=C1NC2(CCN(C(=O)c3cccc([N+](=O)[O-])c3)CC2)Nc2ccc(Cl)cc21,-3,-3,0
CC1(C)CC(=O)c2cc3c(N)c(C(=O)Nc4ccc([N+](=O)[O-])cc4)sc3nc2C1,-3,x,2
COCCN(Cc1ccc(C)cc1)CC(O)COCC(C)C (centres undefined),1,90*,18
Cc1ccc(S(=O)(=O)c2nnn3c2nc(N(C)Cc2ccccc2)c2sccc23)cc1,-4,-1,4
CC1CCN(CC(O)Cn2ncnc2-c2ccccc2Cl)CC1 (centres undefined),-16,-7,9
O=C(CSc1ccccc1)NCc1cccc(-c2ncc(-c3ccc(F)cc3)[nH]2)c1,-2,-3,8
O=C(NCCn1ncc2c(=O)n(Cc3cccc(Cl)c3)cnc21)c1cccs1,-8,-9,-2
O=C(COC1CCCC1)Nc1ccc2nc(-c3cccc(F)c3)[nH]c2c1,-4,x,-2
COc1ccc(S(=O)(=O)N2CCCc3cccc(O)c32)cc1,-11,-7,7
CC(C)OCCCNC(=O)c1cc(F)ccc1N1CCN(C)CC1,5,x,4
COc1ccccc1OC1CCN(Cc2nc(C3(c4ccc(C)cc4)CCCC3)no2)CC1,-6,-8,12
Cc1cc(C)c(C#N)c(SCC(=O)c2ccc([N+](=O)[O-])cc2)n1,-5,-7,-2
CCCc1[nH]n(-c2ccc(F)cc2)c(=O)c1C1=C([n+]2cccc(C)c2)C(=O)N(Cc2ccccc2)C1=O,-7,-5,-2
CCC(C)N(CC(=O)N1CCc2sccc2C1c1ccc(F)cc1)S(=O)(=O)c1cccc(C(F)(F)F)c1 (centres undefined),-5,-6,-4
O=S(=O)(C=Cc1ccc(Br)cc1)c1ccc(Cl)cc1,-1,4,0
CC(C)OCC(O)CN(Cc1ccc2c(c1)OCO2)Cc1c(-c2ccccc2)noc1N1CCCC1 (centres undefined),-3,-3,7
O=C(CN1C(=O)c2ccccc2C1=O)NCC(=O)OCC(=O)c1cccc([N+](=O)[O-])c1,-3,-2,0
CC(C)(CNC(=O)CC1=CCCCC1)S(C)(=O)=O,-9,x,6
COc1cccc(CC2CN(C(=O)CCn3nc(C)cc3C)CCO2)c1 (centres undefined),-1,x,6
COc1cccc(C(O)CN2CCCC2c2ccsc2)c1 (centres undefined),2,-3,6
Cc1ccc(Nc2cc(C(=O)O)c(N)c3c2C(=O)c2ccccc2C3=O)cc1,16,10,-16
Cn1ccc(C(=O)N(CCN2CCOCC2)c2nc3ccccc3s2)n1,0,1,x
CCn1nc(C)c(CNC(=O)Cn2cnc3c([nH]c4ccc(C)cc43)c2=O)c1C,-10,-8,2
CC(C)CCC1=NC2(CCN(C(=O)Cn3cccn3)CC2)C(=O)N1,-7,-13,-8
CNc1nc2cnc(Nc3ccc(Oc4ccccc4)cc3)cc2n1-c1ccccc1,-9,-9,11
CC#CC(=O)N1CCC(Oc2ccc(C(=O)NCCc3ccccc3)cc2)CC1,-9,-11,13
O=C(NCc1ccncc1)c1csc(COc2cc(Cl)ccc2Cl)n1,-4,-7,10
CC(C)N1CC(C(=O)NCc2ccccc2Cl)CC1=O (centres undefined),-5,x,1
O=S(=O)(c1ccc(-c2ccccn2)s1)N1CCn2cncc2C1,-2,-11,0
Cc1ccn2c(=O)c(NC(=O)c3ccc(C)c(C)c3)c(C)nc2c1,-3,x,-7
CN1C(=O)N(CCc2ccccc2)C(=O)C12CCN(Cc1ccccc1-c1ccco1)CC2,3,3,-10
CC(C(=O)N(C)C)N(C)Cc1ccnn1-c1ccccc1 (centres undefined),-6,-17,22
CC(c1ccccc1)N(Cc1cccc(Oc2ccccc2)c1)Cc1nc(C(=O)NCC2CCCO2)co1 (centres undefined),-3,-7,15
CCCSc1nc(NCCOC)c2cnn(CCNC(=O)Cc3ccc(F)cc3)c2n1,10,-1,10
Cc1ccc(C(=O)NC(C)(C#N)CCc2ccccc2)cn1 (centres undefined),-2,x,2
Cc1nn(-c2ccc(F)cc2)c(C)c1C(=O)N1CCn2c(C(N)=O)cnc2C1,-3,-10,3
Cc1nnc2n1CCN(C(=O)C1CCCCN1CC(C)C)C2 (centres undefined),-9,x,0
CC(=O)c1c(C)oc2ccc(N(C(C)=O)S(=O)(=O)c3ccc(C)cc3C)cc12,-2,x,3
COc1ccc(-c2ccc(=O)n(Cc3cccc4ccccc34)n2)cc1OC,-3,x,9
C=CCN(C(=O)c1cc(COc2ccc3c(c2)CCCC3)on1)C1CCS(=O)(=O)C1 (centres undefined),-7,-8,6
COc1ccc(CN(Cc2ccco2)C(=O)C23CC4CC(CC(C4)C2)C3)cc1OS(=O)(=O)c1ccc(F)cc1,-3,-5,17
CCn1c(=NC(=O)CN2C(=O)CCC2=O)sc2c(C)ccc(OC)c21,3,-2,-1
CCN(CC)C(=O)c1cc(NC(=O)Nc2ccccc2C)ccc1N1CCCC1,-9,-4,-8
Cc1cccnc1NCCNS(=O)(=O)NCc1ccccc1,-3,x,0
Cn1cnc(S(=O)(=O)N2CCSC3(CCCCC3)C2)c1,6,6,-5
CC(C)(CCl)C(=O)Nc1ccc2[nH]cc(CCN3CCN(c4cccc(C(F)(F)F)c4)CC3)c2c1,0,1,-7
CCOC(=O)C1=C(C)NC(C)=C(C(=O)OCC)C1c1ccc(N(CC)CC)cc1,-2,0,-8
CC[C@H]1CN(C(=O)c2nc3nc(C)cc(C)n3n2)CC[C@@]1(C)O,-3,-2,-4
c1ccc(-c2nc(SCC3CCOCO3)oc2-c2ccccc2)cc1 (centres undefined),-6,-10,3
Cc1cccc(-n2c(SCc3ccc(C(=O)NCc4cccc(C(F)(F)F)c4)cc3)nnc2-c2ccncc2)c1,-6,-4,6
CCCOCC1CC2(SC(=Nc3ccc(C)cc3)NC2=O)C(=O)O1 (centres undefined),-5,x,0
CCC1CN(C(=O)C(C)SC)CCO1 (centres undefined),-5,x,14

# Other compounds.
Compound,hcGAS inh,mcGAS inh,NPYLR7 ag
O=C1CCC2(CCCO2)CCN1Cc1csc(-c2ccccc2)n1 (centres undefined),-6,x,6
COc1ccc(N=CC(C#N)c2nc3ccccc3n2C)c(OC)c1 (centres undefined),-7,-9,3
O=C(CSc1ncccn1)OCc1cc(-c2ccc3c(c2)OCCO3)on1,-7,x,0
Cc1ccc(Nc2cc(C)nc3c(-c4ccccc4)c(C)nn23)cc1,-9,-8,-2
CC(C)CNC(=O)C1(C)CCCN1C(=O)c1ccncc1 (centres undefined),-6,-2,-8
CCCn1c(SC(C)C#N)nnc1-c1ccncc1 (centres undefined),-3,x,13
CCn1c(SCc2ccccc2)nc2c([nH]c3ccccc32)c1=O,-6,-7,3
C=CCOCC(O)CN(CCCOC)Cc1ccc(OC)cc1 (centres undefined),-10,-4,26
CCN(Cc1ccc(OC)cc1)C(=O)CCn1c(C)cc(C)nc1=O,-6,-8,x
CCN(CC(=O)Nc1cc(-c2ccccc2)nn1-c1ccc(F)cc1)C(=O)Nc1ccc(OC)cc1,-1,-2,1
Cc1ccc(NC(=O)N(Cc2csc(COc3ccccc3C(C)C)n2)CC(C)C)cc1,-6,-9,12
COc1cccc(N2CCN(C(=O)CN3CCCN(C)CC3)C(C)C2=O)c1 (centres undefined),0,x,11
Cc1ccc(N2C(=O)CSC2c2ccccn2)cc1C (centres undefined),-7,-5,-6
O=C(NCc1cccnc1)c1cc2ccccc2o1,-8,-9,x
CCCCCCn1c(SCC=C(C)Cl)nc2c1c(=O)[nH]c(=O)n2C,-5,x,2
Fc1ccccc1Nc1nc(-c2cccs2)nc2ccccc12,-5,-10,x
CN(Cc1ccccn1)C(=O)c1ccc2oc(Cc3ccc(Cl)cc3)nc2c1,-6,-10,13

# Assay outcomes: PubChem, Fisher Drug Discovery Resource Center
